LDHA inh = blocks human lactate dehydrogenase A; P00338; purified LDHA, NADH/diaphorase-resazurin fluorescence; active compounds read low; activity change, % (values are at about 110 or 230 µM); 480,000 tested, 0.15% active; AID 1347041; in the data active = activity change below about -30%;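 note: plate controls were DMSO wells for no effect and wells without enzyme for full effect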
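Human LDH5 at 2 nM final in Tris HCl pH 7.4 with 0.06 mM NADH and 0.2 mM pyruvate, reacted 5 minutes at room temperature. Remaining NADH coupled via diaphorase/resazurin; resorufin fluorescence read at 0 and 20 minutes, normalized to enzyme-free and DMSO wells.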
Glioma ERSR ind = inducers of ER stress response in human glioma cells; U87-MG GRP78 promoter luciferase reporter, 16 h; Potency, µM, for inactives: at the top dose activation, hits mostly activators; 420,000 tested, 0.02% active; active = well fitted activation curve with a large enough effect; note: potency is the fitted concentration of half-maximal effect; series mostly up to about 76 µM; % of control where 0% means no effect; nearly all actives have a fitted effect of over 35% in size
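ERSR induction read as luciferase luminescence (Bright-Glo, 10 min at room temperature) in stably transfected human U87-MG glioma cells exposed to compounds for 16 h, using GRP78 as sensor.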
* hit, by the source's call. A portion of the library; the hit share may differ from the screen's.

How did COc1ccc(-c2noc(-c3csc([C@@H]4O[C@H](CO)[C@H](O)[C@H](O)[C@H]4O)n3)n2)cc1OC do in these assays?
LDHA inh: -0.2; Glioma ERSR ind: 1.5%

What do the screens show for `COCCCN1C(=O)C(CC(=O)NCc2ccco2)CC(C(=O)N(C(C)C)C(C)C)=C1C` (configuration not stated)?
LDHA inh: -3.1; Glioma ERSR ind: -4.5%

Results for Cc1cc(F)ccc1-c1cc(C(=O)NCc2ccco2)[nH]n1 ?
LDHA inh: -11.7; Glioma ERSR ind: -0.4%

How did Nc1nc2c(ncn2[C@@H]2O[C@H](CNCc3ccc4ncccc4c3)[C@@H](O)[C@H]2O)c(=O)[nH]1 do in these assays?
LDHA inh: -1.5; Glioma ERSR ind: -2.4%

How did Cc1ccc(C)c(C(O)c2ncc(-c3ccc(Cl)cc3)[nH]2)c1 (configuration not stated) do in these assays?
LDHA inh: -9.3; Glioma ERSR ind: -5.7%

How did CCc1nc2c(OCc3ccc(Cl)cc3Cl)cccn2c1N(C=O)Cc1ccc(OC)cc1 do in these assays?
LDHA inh: 4.3; Glioma ERSR ind: -3.7%

Results for CCCCN(C(C)=O)c1c(CC)nc2ccc(C(=O)NCc3cccs3)cn12 ?
LDHA inh: -7.9; Glioma ERSR ind: -2.2%

Results for COc1ccccc1CNc1nc(NC(C)C)nc2cc(-c3ccccc3)sc12 ?
LDHA inh: -10.1; Glioma ERSR ind: -8.7%

How did CCCCN(C)C(=O)c1sc(=O)n(Cc2ccc(Cl)c(Cl)c2)c1C do in these assays?
LDHA inh: 1.0; Glioma ERSR ind: -2.5%

Results for N#Cc1ccc(-c2cccc3nccn23)cc1 ?
LDHA inh: -5.9; Glioma ERSR ind: -1.0%

Next part; the last two above are carried over.
How did CCCCN(C)C(=O)c1sc(=O)n(Cc2ccc(Cl)c(Cl)c2)c1C do in these assays?
LDHA inh: 1.0; Glioma ERSR ind: -2.5%

Results for N#Cc1ccc(-c2cccc3nccn23)cc1 ?
LDHA inh: -5.9; Glioma ERSR ind: -1.0%

What do the screens show for `Cc1cc(C)nc(Nc2nc(C(N)Cc3ccccc3)cs2)n1` (configuration not stated)?
LDHA inh: -8.0; Glioma ERSR ind: 0.3%

What do the screens show for `CC1=C(C(=O)N(C(C)C)C(C)C)CC(CC(=O)NCCCCc2ccccc2)C(=O)N1Cc1ccc(C(C)(C)C)cc1` (configuration not stated)?
LDHA inh: -1.4; Glioma ERSR ind: 14.2%

What do the screens show for `CNC(C)C(=O)NC(C(=O)NC(C)C(=O)Nc1cccc2ccccc12)C(C)C` (configuration not stated)?
LDHA inh: 6.7; Glioma ERSR ind: -3.1%

Results for CC(C)(C)OC(=O)N(CC1CCNCC1)C(=O)c1[nH]c(C(F)(F)F)nc1-c1ccccc1 ?
LDHA inh: -11.8; Glioma ERSR ind: -4.0%

What do the screens show for `COCCc1ccc(OC2(C)CCN(Cc3cccc(OC)c3OC)C2)cc1` (configuration not stated)?
LDHA inh: -6.6; Glioma ERSR ind: -6.3%

Results for NC(c1csc(Nc2ccc(C(F)(F)F)cn2)n1)C1CCCCC1 (configuration not stated) ?
LDHA inh: 1.3; Glioma ERSR ind: -10.0%

What do the screens show for `CC(C)Oc1ccc(F)cc1-c1cc(C(=O)N2CCc3ccccc3C2)[nH]n1`?
LDHA inh: -5.0; Glioma ERSR ind: 0.8%

What do the screens show for `Cc1cc(C(=O)N2CCC2(C)C(=O)Nc2ccc3[nH]ncc3c2)nn1C` (configuration not stated)?
LDHA inh: 0.8; Glioma ERSR ind: -3.1%

What do the screens show for `CC1(C(=O)Nc2ccc3ccccc3c2)CCC(=O)N1CCOc1ccccc1` (configuration not stated)?
LDHA inh: -0.2; Glioma ERSR ind: -3.9%

Results for CC1(C(=O)NS(=O)(=O)c2cccc(OC(F)F)c2)CCN1C(=O)CC(c1ccccc1)c1ccccc1 (configuration not stated) ?
LDHA inh: -1.4; Glioma ERSR ind: -0.1%

How did CCOC(=O)c1ccc(-n2cnc(-c3ccc([N+](=O)[O-])cc3)c2)cc1 do in these assays?
LDHA inh: -4.3; Glioma ERSR ind: -0.2%

Results for Cc1ccc(F)cc1-c1nc(NCC2CC2)nc2ccsc12 ?
LDHA inh: -5.1; Glioma ERSR ind: -2.0%

How did CC1=C(C(=O)N(C)C)CC(CC(=O)NCc2cccs2)C(=O)N1Cc1ccc(C(C)(C)C)cc1 (configuration not stated) do in these assays?
LDHA inh: -4.5; Glioma ERSR ind: -3.3%

How did CC(=O)Nc1ccc(C(=O)N2CCCC(c3cc(C(=O)NCc4ccccc4)no3)C2)cc1 (configuration not stated) do in these assays?
LDHA inh: -2.8; Glioma ERSR ind: -1.7%

Results for Cc1cc(C)cc(C(O)c2ncc(-c3ccccc3C)[nH]2)c1 (configuration not stated) ?
LDHA inh: -17.4; Glioma ERSR ind: -3.6%

Results for O=C(Nc1ccccc1Cl)c1cc(C2CCCCN2C(=O)CCc2ccccc2)on1 (configuration not stated) ?
LDHA inh: -5.3; Glioma ERSR ind: -4.1%

Results for O=C(OCc1ccccc1)N1CCC2CC1c1ccc(N3CCN(Cc4ccc5c(c4)OCO5)CC3)cc12 (configuration not stated) ?
LDHA inh: -2.2; Glioma ERSR ind: 6.4%

Results for O=C(Nc1cccc(OC(F)(F)F)c1)C1Cc2c(-c3ccc(Cl)cc3)ccnc2O1 (configuration not stated) ?
LDHA inh: 2.6; Glioma ERSR ind: 1.5%

What do the screens show for `COc1ccc(-c2cnc3c(NC(C)=O)cc(-c4cccc(NS(C)(=O)=O)c4)cn23)cc1OC`?
LDHA inh: 0.8; Glioma ERSR ind: 10.0%

Results for Cc1ccc(NC(=O)C2(C)CCN2C(=O)CCC2CCCC2)cc1C (configuration not stated) ?
LDHA inh: 5.3; Glioma ERSR ind: -2.8%

What do the screens show for `Cc1cc(NC(=O)c2csc([C@@H]3O[C@H](CO)[C@H](O)[C@H](O)[C@H]3O)n2)n(C)n1`?
LDHA inh: -1.1; Glioma ERSR ind: -3.0%

What do the screens show for `O=C(NCc1ccc(F)cc1)Nc1nnc([C@H]2C[C@H](O)[C@@H](CO)O2)s1`?
LDHA inh: -6.1; Glioma ERSR ind: -0.2%

What do the screens show for `Cc1ccc(CN2CC(N3CCN(Cc4cccc(C)c4)CC3)CS2(=O)=O)cc1` (configuration not stated)?
LDHA inh: -1.4; Glioma ERSR ind: -2.8%

Results for CCNC(=O)C1(C)CCN(C(=O)c2c(F)cccc2F)C1 (configuration not stated) ?
LDHA inh: -8.1; Glioma ERSR ind: -3.5%

Results for Cn1ccc2c(-c3cccnc3)cc3c(c21)C1CCC3C1 (configuration not stated) ?
LDHA inh: -0.1; Glioma ERSR ind: -2.6%

Results for COc1ccccc1CNc1nc(NCc2cccc(OC)c2OC)c2sccc2n1 ?
LDHA inh: -3.2; Glioma ERSR ind: -8.8%

How did CCNC(=O)C1(C)CCN(Cc2ccccc2-c2ccccc2)C1 (configuration not stated) do in these assays?
LDHA inh: -0.8; Glioma ERSR ind: -2.5%

How did CCNC(=O)C1(C)CCN(C(=O)c2ccc(OC(F)F)cc2)C1 (configuration not stated) do in these assays?
LDHA inh: -5.3; Glioma ERSR ind: -3.5%

Results for COc1cc(CNc2ncnc3c2ncn3[C@H]2CN(Cc3ccc(Cl)cc3)C[C@@H](CO)O2)cc(OC)c1OC ?
LDHA inh: -2.4; Glioma ERSR ind: -4.3%

What do the screens show for `CN(Cc1ccc(Cl)cc1)C(C(=O)NC1CCCCC1)c1cc2ccccc2o1` (configuration not stated)?
LDHA inh: 0.1; Glioma ERSR ind: -2.6%

The final 2 records of the part before open the next one.
Results for COc1cc(CNc2ncnc3c2ncn3[C@H]2CN(Cc3ccc(Cl)cc3)C[C@@H](CO)O2)cc(OC)c1OC ?
LDHA inh: -2.4; Glioma ERSR ind: -4.3%

What do the screens show for `CN(Cc1ccc(Cl)cc1)C(C(=O)NC1CCCCC1)c1cc2ccccc2o1` (configuration not stated)?
LDHA inh: 0.1; Glioma ERSR ind: -2.6%

Results for COCCN1C(=O)CCC1(C)C(=O)Nc1ccc2ccccc2c1 (configuration not stated) ?
LDHA inh: 0.8; Glioma ERSR ind: -3.2%

How did Cn1c(=O)c2cc(NC(=O)Cc3ccccc3F)ccc2n1Cc1ccc(Cl)cc1 do in these assays?
LDHA inh: -2.3; Glioma ERSR ind: -2.4%

Results for Cc1cc(F)ccc1C(O)c1ncc(-c2ccccc2C(F)(F)F)[nH]1 (configuration not stated) ?
LDHA inh: -1.1; Glioma ERSR ind: 1.2%

What do the screens show for `COc1ccc(NC(=O)C2(C)CCN2CC2CCCCC2)cc1OC` (configuration not stated)?
LDHA inh: 2.8; Glioma ERSR ind: 1.8%

How did COc1ccc(NC(=O)c2cc(-c3ccc(F)cc3OC(C)C)n[nH]2)c(OC)c1 do in these assays?
LDHA inh: 1.7; Glioma ERSR ind: -3.9%

Results for Cc1cccc(-c2noc(-c3csc([C@@H]4C[C@H](O)[C@@H](CO)O4)n3)n2)c1 ?
LDHA inh: -8.0; Glioma ERSR ind: -6.6%

Results for CC1=C(C(=O)N(C(C)C)C(C)C)CC(CC(=O)NC(c2ccccc2)c2ccccc2)C(=O)N1Cc1ccc(F)cc1 (configuration not stated) ?
LDHA inh: -1.0; Glioma ERSR ind: -1.6%

Results for O=C(Nc1cccc(C(F)(F)F)c1)c1ccc2sc([C@H]3C[C@H](O)[C@@H](CO)O3)nc2c1 ?
LDHA inh: -5.3; Glioma ERSR ind: -1.1%

How did COc1cccc(S(=O)(=O)Nc2ccc(C(O)(C(F)(F)F)C(F)(F)F)cc2)c1 do in these assays?
LDHA inh: -4.0; Glioma ERSR ind: -5.1%

Results for COCCNC(=O)C1(C)Cc2c(-c3ccc(N(C)C)cc3)ccnc2O1 (configuration not stated) ?
LDHA inh: -4.0; Glioma ERSR ind: -0.2%

What do the screens show for `CC(O)(c1ccc(F)c(F)c1)c1nc(-c2ccccc2)cs1` (configuration not stated)?
LDHA inh: -4.1; Glioma ERSR ind: -7.4%

How did COC(=O)c1ccc2cc(C)cc(C)c2n1 do in these assays?
LDHA inh: -2.4; Glioma ERSR ind: 0.3%

What do the screens show for `CCNC(=O)C1(C)CCN(C(=O)c2cccc(C#N)c2)C1` (configuration not stated)?
LDHA inh: -9.1; Glioma ERSR ind: -3.6%

How did Cc1ccccc1-c1cc2nc(NCCN3CCCC3)n(C)c(=O)c2s1 do in these assays?
LDHA inh: -6.7; Glioma ERSR ind: 4.1%

Results for CCCCC(=O)N(C)c1c(C)nc2ccc(C(=O)N3CCN(S(=O)(=O)CC)CC3)cn12 ?
LDHA inh: -4.1; Glioma ERSR ind: -3.9%

Results for O=C(Nc1cccc(Br)c1)Oc1cccc2cccnc12 ?
LDHA inh: -24.9; Glioma ERSR ind: -1.6%

How did Cc1ccc(CC2(C)C(=O)Nc3ccc(OC(F)(F)F)cc32)cc1 (configuration not stated) do in these assays?
LDHA inh: -4.3; Glioma ERSR ind: -9.2%

Results for CNc1ncnc2c1ncn2[C@H]1CN(C2CCCC2)C[C@@H](CO)O1 ?
LDHA inh: -12.4; Glioma ERSR ind: -2.9%

How did Fc1cccc(Cl)c1C1SCc2nc3ccccc3n21 (configuration not stated) do in these assays?
LDHA inh: -1.5; Glioma ERSR ind: -1.6%

Results for CC(=O)NCCNc1nc(NC(C)C)nc2ccsc12 ?
LDHA inh: -4.5; Glioma ERSR ind: -0.6%

How did CCOC(=O)C1(C)CCCN1C(=O)c1cccs1 (configuration not stated) do in these assays?
LDHA inh: -0.7; Glioma ERSR ind: -0.3%

What do the screens show for `Fc1ccc(-c2nc3ccc(Br)cn3c2Cc2ccsc2)cc1`?
LDHA inh: -0.7; Glioma ERSR ind: 4.5%

How did COc1ccc(-c2cc3c(c4c2ccn4C)C2CCC3C2)cc1 (configuration not stated) do in these assays?
LDHA inh: -3.0; Glioma ERSR ind: -1.9%

Results for Cc1cccnc1C(NC(=O)C1CCN(CCCc2ccccc2)CC1)c1ccc(F)cc1 (configuration not stated) ?
LDHA inh: -7.8; Glioma ERSR ind: -3.5%

Results for CC(C)(C)[C@H](NC(=O)c1ccc(N)c(Cl)c1)C(=O)N1CCC[C@H]1C(=O)N[C@H](C#N)CC(=O)O ?
LDHA inh: -3.4; Glioma ERSR ind: -1.8%

Results for COc1cccc(C(O)c2nc(-c3cccc(NC(C)=O)c3)cs2)c1 (configuration not stated) ?
LDHA inh: 1.1; Glioma ERSR ind: 3.8%

Results for O=C(CC[C@H]1O[C@@H](n2ccc(=O)[nH]c2=O)[C@H](O)[C@@H]1O)N[C@H](Cc1ccccc1)C(=O)NCc1ccc2c(c1)OCO2 ?
LDHA inh: -3.3; Glioma ERSR ind: -4.3%

How did Cc1ccc(-c2cnc(C(O)c3cc(Cl)cc(Cl)c3)[nH]2)cc1 (configuration not stated) do in these assays?
LDHA inh: -11.2; Glioma ERSR ind: 11.5%

How did NCc1csc(Nc2ccc(C(=O)c3ccccc3)cc2)n1 do in these assays?
LDHA inh: -9.4; Glioma ERSR ind: -3.1%

How did C=CCCC(=O)N1C[C@H]2CCN(C)[C@H]2C[C@H]1c1ccc(Br)cc1 do in these assays?
LDHA inh: -6.1; Glioma ERSR ind: -2.3%

How did CCc1nc2ccc(C(=O)NCCN3CCCC3)cn2c1N(C)Cc1ccc(OC)cc1 do in these assays?
LDHA inh: -3.8; Glioma ERSR ind: 0.8%

Sorted by SMILES length (falling): part of the list above.
Results for O=C(CC[C@H]1O[C@@H](n2ccc(=O)[nH]c2=O)[C@H](O)[C@@H]1O)N[C@H](Cc1ccccc1)C(=O)NCc1ccc2c(c1)OCO2 ?
LDHA inh: -3.3; Glioma ERSR ind: -4.3%

How did CCc1nc2ccc(C(=O)NCCN3CCCC3)cn2c1N(C)Cc1ccc(OC)cc1 do in these assays?
LDHA inh: -3.8; Glioma ERSR ind: 0.8%

Results for COc1cccc(C(O)c2nc(-c3cccc(NC(C)=O)c3)cs2)c1 (configuration not stated) ?
LDHA inh: 1.1; Glioma ERSR ind: 3.8%
